# SW480 rerep – A quantitative high throughput screen for small molecules that induce DNA re-replication in SW480 colon adenocarcinoma cells; SW480 DNA re-replication, Hoechst DNA content imaging, 48 h; Potency, µM (top dose mostly 46.1 µM), inactives show top-dose re-replication activation, most hits filed as activators; hit rate 1.8% among 340,000; note: % of control where 0% means no effect; nearly all actives have a fitted effect of over 55% in size
#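 First, 250 cells per well were seeded. Next, compound or vehicle (23 nL) was pinned in, plates sat 48 hr at 37 C. Finally Hoechst was added for 40 min before fluorescence scanning.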
# GLP-1R agonist – qHTS of GLP-1 Receptor Agonists; Glucagon-like peptide 1 receptor (Homo sapiens), P43220; HEK293 GLP-1R CRE-luciferase, luminescence, 4-6 h; cells express a hypersensitive GLP-1R form; Potency, µM (top dose mostly 45.6 µM), inactives show at the highest dose activation, usual class: activators; hit rate 0.007% among 380,000; note: % of control where 0% means no effect
# Target sequence (P43220 whole entry, looked up): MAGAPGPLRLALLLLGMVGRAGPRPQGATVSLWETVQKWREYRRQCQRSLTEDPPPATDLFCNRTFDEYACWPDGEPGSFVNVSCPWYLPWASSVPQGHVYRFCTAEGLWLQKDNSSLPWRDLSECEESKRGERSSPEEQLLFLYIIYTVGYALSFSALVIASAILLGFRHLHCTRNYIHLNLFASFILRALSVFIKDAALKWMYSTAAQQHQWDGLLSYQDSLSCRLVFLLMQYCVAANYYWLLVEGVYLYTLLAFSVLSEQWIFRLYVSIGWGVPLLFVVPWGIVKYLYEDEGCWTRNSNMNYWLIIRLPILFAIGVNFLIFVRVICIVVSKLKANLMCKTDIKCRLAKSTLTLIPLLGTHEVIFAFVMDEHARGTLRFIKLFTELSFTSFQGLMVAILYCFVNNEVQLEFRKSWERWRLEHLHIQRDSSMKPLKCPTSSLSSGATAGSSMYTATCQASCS
# KB-3-1 cytotox – qHTS assay for MDR1-selective chemotherapeutics: Primary screen using the parental adenocarcinoma cell KB-3-1. KB-3-1 viability, CellTiter-Glo ATP luminescence, 72 h. Potency, µM (highest dose often 46.1 µM), for the others: at the top dose activity change, negative = cytotoxic, most hits filed as cytotoxic. hit rate 1.4% among 400,000; note: % is set by controls: 0 for no effect and ±100 for the full control effect; nearly all actives have a fitted effect of over 60% in size
#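 Here the drug-naive KB-3-1 line serves as comparator for MDR sub-line selectivity; cells received compound titrations, 72 h at 37 °C, then CellTiter-Glo readout.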
# HT1080NT lethal – qHTS for induction of synthetic lethality in tumor cells producing 2HG: qHTS for the HT-1080-NT fibrosarcoma cell line; HT-1080-NT fibrosarcoma viability, CellTiter-Glo ATP luminescence, 48 h; Potency, µM (highest dose often 46.1 µM), for inactives: top-dose activity, negative = less viability, usual class: cytotoxic; hit rate 1.6% among 360,000; AID 686970, 2013;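 note: NT is the 2HG producing partner of a matched IDH1 knockdown line; 0% = DMSO-treated cells and -100% = media-only wells without cells; nearly all actives have a fitted effect of over 55% in size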
#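 Fibrosarcoma NT cells, 750 per well in 5% FBS RPMI, were exposed to compound for 48 hours. Viability: CellTiter-Glo luminescence.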
# HEK293 tox – qHTS of GLP-1 Receptor Inverse Agonists: Cytotox Screen; HEK293 cAMP-luciferase reporter cells, luminescence, 24 h; Potency, µM (series often up to 38.3 µM), without a hit: at the top dose activity change, negative = inhibition, actives largely listed as inhibitors; hit rate 0.13% among 410,000; AID 624418, 2012;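 note: loss of luciferase light is scored as toxicity; % is set by controls: 0 for no effect and ±100 for the full control effect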
#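 Compound-treated cells are incubated 24 hr at 37 deg C under 5% CO2 after a 12 hour attachment period, then luciferase detection reagent is added and luminescence is measured following 12 min at room temperature; lowered signal indicates toxicity.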
# TDP-43 yeast inh – qHTS of TDP-43 Inhibitors; hit rate 1.8% among 410,000; AID 652104, 2013; TDP-43 expressing yeast growth rescue, BacTiter-Glo, 24 h; Potency, µM (titrated, usually from 46.1 µM), inactives show top-dose growth rescue (activation), actives largely listed as activators; note: % of control where 0% means no effect; nearly all actives have a fitted effect of over 50% in size
#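 Readout is BacTiter-Glo luminescence of cell growth, so inhibitors register as activators. TDP-43-expressing yeast at OD600=0.02 in galactose medium, after raffinose pregrowth to mid-log, were incubated with compound for 24 hr at 30 deg C.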
# HT1080 IDH1KD tx – qHTS for induction of synthetic lethality in tumor cells producing 2HG: qHTS for the HT-1080-IDH1KD cell line. hit rate 2% among 360,000. Potency, µM (series often up to 46.1 µM), inactives show at the highest dose activity, negative = toxicity, usual class: cytotoxic. HT-1080 IDH1 knockdown viability, ATP luminescence, 48 h. AID 686971, 2013;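 note: 0% = DMSO wells and -100% = cell-free medium wells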
#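 Cytotoxicity counter-line: IDH1KD HT-1080, 48 h, CellTiter-Glo. Curves classed by r2, magnitude and activity.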
# GLP-1R inv ag – qHTS of GLP-1 Receptor Inverse Agonists (Inhibition Mode). Glucagon-like peptide 1 receptor (Homo sapiens), P43220. HEK293 GLP-1R CRE-luciferase, luminescence, 24 h; GLP-1R form is constitutively active. Potency, µM (titrated, usually from 38.3 µM), for the others: at the top dose activity change, negative = inhibition, usual class: inhibitors. hit rate 1.6% among 410,000. AID 624417, 2012; note: % is set by controls: 0 for no effect and ±100 for the full control effect; nearly all actives have a fitted effect of over 55% in size
#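 qHTS in 1536-well format: reporter HEK293 cells expressing constitutive GLP-1R activity in DMEM + 10% Nu serum, 24 hr with compounds at 37 deg C, luminescence read after 12 min with detection reagent.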
# KB-V1 cytotox – qHTS assay for MDR1-selective chemotherapeutics: Primary screen using the drug-selected MDR subline cells KB-V1 | KB-V1 MDR cells viability, CellTiter-Glo, 72 h | Potency, µM (series often up to 46.1 µM), inactives show at the top dose activity change, negative = cytotoxicity, usual class: cytotoxic | hit rate 3.4% among 400,000; note: % is set by controls: 0 for no effect and ±100 for the full control effect; nearly all actives have a fitted effect of over 60% in size
#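 Drug-selected KB-V1 cells, grown in DMEM lacking phenol red with 10% FBS, receive compound titrations; after three days at 37 degrees C, surviving cell ATP is quantified by CellTiter-Glo luminescence and responses normalized and curve-fitted.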
# The depositor's hits bear a star; ? = inconclusive; . = no result given; [ ] = another dose, or the depositor's remark. Calls come from the whole dose curve; as a rule, active = well fitted curve in the direction sought with a large enough effect; inconclusive = small, poorly fitted or top-dose-only effect, or another doubt; inactive = no such curve, though single readings can be large; an effect the other way counts as inactive or inconclusive. Potency is the fitted concentration of half-maximal effect.
SMILES,SW480 rerep,GLP-1R agonist,KB-3-1 cytotox,HT1080NT lethal,HEK293 tox,TDP-43 yeast inh,HT1080 IDH1KD tx,GLP-1R inv ag,KB-V1 cytotox
O=C(NNc1nc2c(F)cc(F)cc2s1)C1COc2ccccc2O1 (configuration not stated),-11%,3%,-21%,5%,2%,16%,-1%,-17%,?
COc1ccc(NC(=O)C/C(C)=N/NC(=O)C(=O)NC2CCCCC2)c(OC)c1,1%,2%,-3%,24%,15%,-13%,13%,4%,2%
CCOc1ccc(-n2c(=O)c3sccc3n(CC(=O)NCc3ccco3)c2=O)cc1,-3%,-16%,-13%,-22%,-9%,-17%,-16%,4%,1%
O=C(O)CC(CCc1ccccc1)OC1OC(CO)C(O)C(O)C1O (configuration not stated),-11%,11%,0%,-3%,-20%,17%,-4%,6%,-4%
Cn1nnnc1SCC(=O)Nc1ccccc1[N+](=O)[O-],-2%,-17%,14%,13%,9%,17%,13%,1%,6%
Cc1cc2c(c(=O)n1CCc1ccccc1)C(c1ccco1)C(C#N)=C(N)O2 (configuration not stated),-11%,-3%,5%,?,1%,-36%[inhibitor],?,0%,-28%
COc1cc(N)c(C(O)c2nccc3cc(OC)c(OC)cc23)cc1OC (configuration not stated),20%,-6%,0%,-2%,-22%,-7%,-8%,135%[activator],0%
COc1ccc(/C=N/Nc2ncnc(Cl)c2N)cc1OC,-35%[inhibitor],11%,6%,13%,-16%,23%,20%,76%[activator],?
N#Cc1ccc(-c2ccc(F)cc2)nc1SCC(=O)Nc1sc2c(c1C#N)CCC2,?,4%,-11%,-6%,107%[activator],3%,-10%,-4%,-13%
CNC(=S)NN(c1ccccc1)c1ccccc1,0%,0%,10%,-24%,0%,-19%,-23%,1%,-24%
O=C(CSc1nccn1Cc1ccc(F)cc1)Nc1nc2ccccc2s1,.,23%,-3%,.,11%,?,.,?,24%
Cc1[nH]c(=O)c(C#N)c(C)c1CSc1ncccn1,-13%,10%,-12%,-2%,-14%,6%,-6%,11%,-7%
O=C(Nc1cccc(F)c1)c1c(F)c(F)c(F)c(F)c1F,1%,-2%,-3%,6%,-6%,?,-7%,-16%,-25%
CC(=O)Nc1ccc(S(=O)(=O)NNC(=O)CCC(=O)NCc2ccccc2)cc1,-23%,-1%,14%,7%[9.24 µM],13%,8%,0%,8%,?
COCCCn1c(C)nnc1SCc1ccc(C(C)(C)C)cc1,0%,13%,1%,0%,10%,20%,-3%,-11%,?
CCCCN(C)c1c(C)nc2ccc(C(=O)NCCc3c[nH]c4ccccc34)cn12,.,2%,7%,?,-12%,12%,?,?,?
Nc1ccccc1C(=O)N1CCCC1,-9%,-5%,6%,15%,-1%,19%,?,9%,9%
Cc1ccc(C(=O)NCC(c2ccco2)N2CCCCC2)s1 (configuration not stated),-1%,-5%,0%,-4%,15%,8%,-3%,-22%,-11%
COc1ccc(N(C(=O)c2ccccc2C)S(=O)(=O)c2ccc3c(c2)n(C)c(=O)n3C)cc1,.,.,-2%,.,6%,16%,.,4%,3%
CC1CCCN(C(=O)NC2CC(=O)N(c3ccc4c(c3)OCCO4)C2)C1 (configuration not stated),4%,-6%,4%,2%,13%,6%,1%,12%,11%
CC1CCCC(C)N1CCCNC(=O)c1csc2c1CCCCC2 (configuration not stated),-4%,-5%,16%,1%,4%,-14%,-3%,?,1%
Cc1cc(C)cc(NC(=O)CSc2nncn3c2cc2occc23)c1,.,.,14%,.,1%,21%,.,9%,12%
COc1cc(C(=O)NCC2CCCO2)ccc1OCc1ccc(Cl)cc1 (configuration not stated),-18%,7%,-15%,-5%,-3%,29%,-4%,-28%,?
COc1ccc(S(=O)(=O)N2C3CCC2CC(NC(=O)NC2CCCCC2)C3)cc1 (configuration not stated),-2%,2%,-8%,7%,-2%,-10%,-7%,?,16µM*
CCCN=Cc1ccc(O)cc1,-1%,5%,4%,2%,-12%[7.66 µM],11%[9.22 µM],-14%,-10%[7.66 µM],?

# Quoted from above, 8 compounds:
SMILES,SW480 rerep,GLP-1R agonist,KB-3-1 cytotox,HT1080NT lethal,HEK293 tox,TDP-43 yeast inh,HT1080 IDH1KD tx,GLP-1R inv ag,KB-V1 cytotox
Cc1ccc(C(=O)NCC(c2ccco2)N2CCCCC2)s1 (configuration not stated),-1%,-5%,0%,-4%,15%,8%,-3%,-22%,-11%
COc1ccc(N(C(=O)c2ccccc2C)S(=O)(=O)c2ccc3c(c2)n(C)c(=O)n3C)cc1,.,.,-2%,.,6%,16%,.,4%,3%
CC1CCCN(C(=O)NC2CC(=O)N(c3ccc4c(c3)OCCO4)C2)C1 (configuration not stated),4%,-6%,4%,2%,13%,6%,1%,12%,11%
CC1CCCC(C)N1CCCNC(=O)c1csc2c1CCCCC2 (configuration not stated),-4%,-5%,16%,1%,4%,-14%,-3%,?,1%
Cc1cc(C)cc(NC(=O)CSc2nncn3c2cc2occc23)c1,.,.,14%,.,1%,21%,.,9%,12%
COc1cc(C(=O)NCC2CCCO2)ccc1OCc1ccc(Cl)cc1 (configuration not stated),-18%,7%,-15%,-5%,-3%,29%,-4%,-28%,?
COc1ccc(S(=O)(=O)N2C3CCC2CC(NC(=O)NC2CCCCC2)C3)cc1 (configuration not stated),-2%,2%,-8%,7%,-2%,-10%,-7%,?,16µM*
CCCN=Cc1ccc(O)cc1,-1%,5%,4%,2%,-12%[7.66 µM],11%[9.22 µM],-14%,-10%[7.66 µM],?

# Carrying on:
SMILES,SW480 rerep,GLP-1R agonist,KB-3-1 cytotox,HT1080NT lethal,HEK293 tox,TDP-43 yeast inh,HT1080 IDH1KD tx,GLP-1R inv ag,KB-V1 cytotox
O=C(NCc1ccc2c(c1)OCO2)c1ccc2c(=O)n(C3CCCC3)c(=O)[nH]c2c1,?,0%,?,-15%,6%,0%,?,?,?
N#Cc1ccccc1S(=O)(=O)N1CCN(C(=O)c2cn(-c3ccccc3)nc2-c2cccnc2)CC1,-24%,5%,10%,14%,4%,24%,6%,14%,7%
CC1CCN(Cc2c(C(=O)N/N=C/c3ccc(C(C)C)cc3)nnn2-c2nonc2N)CC1,-2%,5%,-4%,-15%,8%,-7%,-20%,?,-14%
COc1ccccc1CNc1nc(-c2ccco2)nn1S(=O)(=O)c1ccc(C)cc1,.,.,0%,.,8%,2%,.,?,-9%
Cc1ccc(S(=O)(=O)Nc2ccccc2F)cc1C(=O)N1CCCC1,-1%,-7%,-4%,3%,-2%,-5%,1%,9%,-13%
CC1CCN(CCCOc2ccc(Cl)cc2Br)CC1,-1%,-2%,-16%,?,-24%,-19%,23µM*,?,-15%
COc1cc(O)c(C(CCN2CCOCC2)c2cc(OC)c(OC)c(OC)c2)c(OC)c1 (configuration not stated),-11%,-6%,8%,7%,14%,9%,1%,12%,-10%
COc1cccc(CC(=O)NNC(=O)CN(C)S(=O)(=O)c2ccc(C)cc2)c1,-32%,6%,7%,-4%,-19%,15%,1%,-4%,-1%
COc1ccc(-c2c3c(=O)n(C)c(=O)n(C)c3cn2C2CCCCC2)cc1,-14%,25%,-14%,7%,-18%,21%,1%,?,-16%
COc1ccc2[nH]c(=O)c(CN(Cc3nnnn3Cc3ccco3)C3CCCCC3)cc2c1,?,12%,?,0%,0%,0%,0%,12%,-19%
Cc1nn(Cc2c(F)c(F)c(F)c(F)c2F)c(C)c1NC(=O)c1nn(C)cc1Br,-10%,3%,21%,8%,5%,6%,2%,7%,3%
Cc1cccc(CNC(=O)c2ccc3nc(Cc4ccccc4)oc3c2)c1,.,.,8%,.,1%,14%,.,?,-3%
CC1CC(C)CN(CC(=O)c2cccs2)C1 (configuration not stated),4%,7%,-2%,12%,18%,-12%,16%,-3%,?
O=C(Cn1nc(-c2ccc(Cl)cc2)ccc1=O)NCC1COCCO1 (configuration not stated),-17%,6%,0%,11%,-1%,-11%,13%,11%,-3%
CCN(CC)c1ccc(NC(=O)c2sc3ccccc3c2Cl)cc1,.,.,4%,.,-2%,7%,.,10%,4%
Cc1ccc(C(=O)CSc2ncc3c(n2)-c2ccccc2N(Cc2ccc(Cl)cc2)S3(=O)=O)cc1,.,.,2%,.,16%,-12%,.,8%,11%
Nn1c(Cc2cccc3ccccc23)nnc1SCCOc1ccc(Br)cc1,-2%,-6%,1%,-9%,-24%,?,-20%,?,?
COc1ccc(CN2C(=O)C(CC(=O)NC3CCCCC3)CC(C(=O)N(C)C)=C2C)cc1 (configuration not stated),.,-1%,1%,-1%,-3%,-4%,-4%,8%,-3%
Cc1cc(C(=O)COC(=O)c2cc(Cl)c(O)c(Cl)c2)c(C)n1C,-6%,-6%,?,-2%,15%,-13%,0%,5%,-15%
O=C(Nc1ccc(Br)cc1)C(c1ccccc1)c1ccccc1,-17%,-3%,4%,-16%,2%,8%,-13%,4%,14%
CCOC(=O)c1[nH]c2ccc(F)cc2c1NC(=O)C1=COCCO1,-5%,4%,0%,10%,-11%,-7%,10%[9.24 µM],33%[activator],-21%
O=[N+]([O-])c1ccc(NCCNCCOc2nonc2-c2ccccc2)c([N+](=O)[O-])c1,-3%,1%,-4%,-2%,-5%,-5%,5%,-29%,?

# Outcome played no part in choosing rows; any-hit rate near 9.4%.
